Compound activity from PubChem BioAssay.
PKA-R1A act = PKA-R1A complex activation | 340,000 compounds, 0.083% hits | activation, % at 11.4 µM | PKA-R1A dissociation, Cy5-IP20 fluorescence polarization; scaled: DMSO 0%, 113 µM cGMP 100%;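 active means percent activation above the mean of all tested compounds plus 3 SD, cut at about 19% in these data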;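 further: higher means more PKAc released from R1A so a rise in polarization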
HTR5A inv ag = HTR5A inverse agonism, opioid heterodimer counter-screen | P47898 | HTR5A cell line, luminescence | inhibition, % at 9.3 µM | 340,000 compounds, 0.083% hits | AID 504634; in the data active means inhibition mostly above about 23%, no sharp cut-off; inactive means mostly below about 18%;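 further: 0% = cells with DMSO and 100% = no-cell wells with DMSO; some compounds called inactive have numbers as strong as hits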
PfHsp90 yeast 2 = inhibits growth of yeast expressing Plasmodium falciparum Hsp90. S. cerevisiae expressing PfHsp90, BacTiter-Glo ATP, 48 h; yeast lacking PDR1 and PDR3 efflux regulators. 310,000 compounds, 0.32% hits. AID 504621. inhibition, % at 9.4 µM;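 active means every replicate shows inhibition above about 80%, whatever the replicate mean, limit read from the data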;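 further: 0% = DMSO neutral controls and 100% = 20 µM radicicol positive controls; yeast relying on Plasmodium falciparum Hsp90 in place of its own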
Tat transport = blocks Tat-dependent protein export in E. coli; E. coli MC4100 TorA-mCherry Tat export, fluorescence; 340,000 compounds, 0.036% hits; inhibition, % at 10 µM;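 active means mean replicate inhibition at least 50% and at least half of replicates individually reaching 50%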;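 further: exported cargo escapes ClpAP degradation while cytoplasmic cargo is degraded and loses fluorescence; 0% = median of neutral control wells and 100% = median of NaSCN control wells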
phage Ecoli inh = E. coli growth loss with phage present. growth absorbance. AID 651602. 360,000 compounds, 0.26% hits. inhibition, % at 11.9 µM; in the data active means inhibition above about 11%
PKA-R2B act = activators of human PKA-R2B complex | P22694+P31323 | PKA-R2B holoenzyme dissociation, Cy5-IP20 fluorescence polarization; R2B truncated from residue 108, S112A mutant; 0% DMSO only, 100% 113 µM cGMP | activation, % at 11.4 µM | 340,000 compounds, 0.079% hits;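 active means activation above a cutoff set at the mean over all compounds plus 3 SD, cut at about 18% in these data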;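 further: higher means more holoenzyme dissociation and a rise in polarization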
OPRM1-OPRD1 inv = inverse agonist of human OPRM1-OPRD1 heterodimerization. inhibition, % at 9.3 µM. cell-based MOR-DOR heterodimer luminescence, inverse agonism. 340,000 compounds, 0.21% hits; in the data active means inhibition above about 22%, passing the limit was not always enough;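 further: 0% = cells with DMSO and 100% = wells without cells with DMSO; values of inactives mirror those of a sister screen read the other way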
Target sequence (P35372 whole entry, looked up): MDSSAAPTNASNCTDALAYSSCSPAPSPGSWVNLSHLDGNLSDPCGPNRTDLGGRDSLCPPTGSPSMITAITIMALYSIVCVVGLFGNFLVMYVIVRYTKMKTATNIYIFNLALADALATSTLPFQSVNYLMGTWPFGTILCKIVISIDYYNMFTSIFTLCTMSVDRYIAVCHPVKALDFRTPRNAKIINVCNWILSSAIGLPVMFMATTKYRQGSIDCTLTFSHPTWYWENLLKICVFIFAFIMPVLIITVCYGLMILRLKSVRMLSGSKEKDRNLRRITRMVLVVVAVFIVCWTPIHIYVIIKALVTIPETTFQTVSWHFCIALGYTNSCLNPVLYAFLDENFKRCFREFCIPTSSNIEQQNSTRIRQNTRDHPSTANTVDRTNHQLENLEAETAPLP
Target sequence (P41143 whole entry, looked up): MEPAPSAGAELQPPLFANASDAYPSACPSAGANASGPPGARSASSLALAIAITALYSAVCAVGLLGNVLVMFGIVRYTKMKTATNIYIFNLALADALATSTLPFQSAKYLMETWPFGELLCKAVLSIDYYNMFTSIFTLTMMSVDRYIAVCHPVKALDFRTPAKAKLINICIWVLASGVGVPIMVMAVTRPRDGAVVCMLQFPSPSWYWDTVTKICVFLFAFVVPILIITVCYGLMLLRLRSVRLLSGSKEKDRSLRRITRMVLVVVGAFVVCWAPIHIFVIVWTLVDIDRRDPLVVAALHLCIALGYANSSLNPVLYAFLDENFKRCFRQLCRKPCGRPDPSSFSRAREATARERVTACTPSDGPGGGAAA
AddAB inh = less growth of phage-infected E. coli with AddAB. inhibition, % at 11.9 µM. E. coli expressing H. pylori AddAB, absorbance growth. 330,000 compounds, 0.29% hits; in the data active means inhibition above about 12%;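 further: 0% = vehicle wells of infected cells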
OPRM1-OPRD1 ag = agonists of human mu-delta opioid receptor heterodimerization. cells, OPRM1-OPRD1 heterodimerization, luminescence. activation, % at 9.3 µM. 340,000 compounds, 0.3% hits. AID 504326; in the data active means activation above about 18%;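 further: 0% = vehicle-treated cells and 100% = reference agonist; values of inactives mirror those of a sister screen read the other way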
E coli growth = counter-screen for AddAB inhibitors: E. coli growth inhibition. E. coli V3065 growth, OD600 absorbance, 18 h. inhibition, % at 11.9 µM. 330,000 compounds, 0.27% hits. AID 449728;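 active means inhibition above the campaign's mean inhibition across all tested compounds plus 3 SD, cut at about 9.9% in these data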;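 further: uninfected addAB+ strain grown without phage in ampicillin broth; 0% = DMSO wells and 100% = ciprofloxacin 0.95 µg/ml wells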
SUMO Mot1 rescue = blocks SUMOylation pathway, rescuing yeast Mot1-301 growth; S. cerevisiae Mot1-301 growth rescue, ATP luminescence, 38.5C; percent above DMSO median, 100 means doubled; growth rescue, % at 18.8 µM; 320,000 compounds, 1% hits; AID 2716;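 active means every valid replicate shows activation above 250% relative to neutral control wells; inactive means the rest, any valid replicate at or below 250%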;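 further: OY570 slx delta 5 strain wells were the positive control but not used for scaling; some compounds called inactive have numbers as strong as hits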
An asterisk follows results filed as active; nt = not tested or not shown.

SMILES	PKA-R1A act	HTR5A inv ag	PfHsp90 yeast 2	Tat transport	phage Ecoli inh	PKA-R2B act	OPRM1-OPRD1 inv	AddAB inh	OPRM1-OPRD1 ag	E coli growth	SUMO Mot1 rescue
O=C(NCc1ccc2c(c1)OCO2)c1c(F)c(F)c(F)c(F)c1F	-8	7	-7	-1	1.6	-8	3	1.6	-0.5	2.6	16
N#Cc1c(-c2cccs2)nc(SCc2ccc(Cl)cc2)[nH]c1=O	2	0	-71	8	5.8	1	10	nt	-1.7	nt	nt
Cc1cccc(S(=O)(=O)Nc2ccc(-c3cn4ccccc4n3)cc2)c1	-18	4	20	-2	2.3	4	-3	1.2	0.6	-0.8	-18
CC(=O)c1cccc(NC(=O)C(C)OC(=O)Cc2c[nH]c3ccccc23)c1 (stereo unspecified)	-5	2	-27	9	4.1	-1	20	5.5	-4.0	0.1	1
CN(Cc1ccccc1)C(=O)c1nn2cccnc2c1Cl	-3	-9	15	-3	1.7	2	-2	-0.7	0.3	-0.7	-18
Cc1cc(C)c(C)c(OCCn2ccnc2)c1	-8	-14	3	-7	-0.7	-3	12	2.5	-2.6	0.2	-3
Cc1ccc(OCc2nc(-c3ccccc3)no2)c(C)c1	-12	-8	13	3	0.5	-10	2	3.0	-0.4	1.3	nt
N/N=C(\c1ccccc1)c1cc(Cl)ccc1N	-4	-19	-4	7	0.0	-9	-3	2.9	0.5	0.0	-12
COc1ccc(Nc2oc(COc3ccccc3F)nc2C#N)cc1	4	-5	19	0	2.3	-6	8	0.9	-1.6	1.4	274
Cn1c(CNC(=O)C2CCCCC2)cc2ccccc21	-10	10	8	-3	2.6	-5	1	-1.2	-0.2	-2.0	-4
COc1cccc(-c2nc(CS(=O)(=O)CC(=O)NCCN3CCOCC3)c(C)o2)c1	7	-14	23	-4	3.3	8	3	1.4	-0.6	-1.0	9
Oc1ccc(-c2nc(=S)[nH][nH]2)cc1	-9	6	7	-3	1.3	-9	13	1.1	-3.1	-1.1	16
O=C(CCC(=O)OCC(=O)c1ccc([N+](=O)[O-])cc1)Nc1ccccc1Cl	-1	-17	36	2	nt	5	24	1.7	-4.5	0.9	-13
O=C(NCCCN1CCOCC1)c1cccc(S(=O)(=O)NCc2ccccc2)c1	-3	-6	nt	0	2.9	-12	4	-1.4	-0.7	-2.4	2
COc1ccc(/C=N/NC(=O)c2cccc(Br)c2)cc1Cn1cc(Cl)cn1	6	-2	-4	5	1.8	8	-22	1.2	4.2	1.4	3
CCCCCCOc1ccc(C(CC(N)=O)C(=O)O)cc1 (stereo unspecified)	2	-2	12	-6	2.6	5	2	1.2	-0.4	-2.2	-15
O=C(NC(=S)Nc1ccc(Cl)c(C(=O)O)c1)c1cccc(COc2ccccc2)c1	14	-1	-2	6	3.1	-2	23	0.6	-4.2	-0.6	120
CCOC(=O)c1cc2occc2n1CC(=O)N1CCN(C(=O)c2ccco2)CC1	-1	1	-4	1	1.6	-7	2	4.3	-0.3	1.1	-13
CCC1OC23CCCCC2C(C#N)(C(=N)O3)C1(C#N)C#N (stereo unspecified)	-12	13	6	-7	0.6	-8	-17	4.0	2.9	1.9	6
Cn1c(SCC(=O)N2CCOCC2)nnc1-c1ccc(Cl)cc1Cl	0	11	nt	-21	1.0	3	20	-0.2	-4.4	-0.2	82
O=C(CCc1ccccc1)N1CCN(c2ccc(F)cc2)CC1	-10	-1	11	0	-1.1	-9	4	1.7	-0.7	-0.4	8
O=C(COc1ccc2ccccc2c1)NNC(=O)c1cnccn1	0	21	1	-10	-0.9	1	11	7.5	-1.6	-7.1	-7
COC(=O)C1OC1c1cc([N+](=O)[O-])ccc1OC (stereo unspecified)	11	-10	26	6	3.1	-10	10	nt	-2.0	nt	nt
COc1ccccc1CC(NC(C)=O)C(=O)NC1CCN(C(=O)c2ccc([N+](=O)[O-])cc2)CC1 (stereo unspecified)	3	-1	-15	1	2.6	-8	-2	5.5	0.3	2.5	-4
CC1Cc2cc(/C(O)=C3/C(=O)C(=O)N(CCN4CCOCC4)C3c3ccc([N+](=O)[O-])cc3)ccc2O1 (stereo unspecified)	7	8	14	-5	2.4	1	3	-2.4	-0.6	-0.7	1
CCC(CC)C(=O)c1c[nH]c(C(=O)NCc2cccnc2)c1	-5	4	3	-3	2.4	-1	17	1.1	-3.5	1.4	nt
O=C(c1cccc([N+](=O)[O-])c1)N1CCN(c2ccccn2)CC1	11	1	-5	5	3.1	-3	10	3.1	-2.0	0.6	-18
O=C(O)Cc1ccc(N=Nc2c(O)c(C(=O)O)cc3ccccc23)cc1	-9	-7	-2	-2	0.3	-2	-6	-2.2	1.3	-4.6	-4
Cc1ccc(OCC(=O)N2CCc3ccccc3C2)c(C)c1	-4	0	-7	-7	-3.7	-4	-8	1.8	1.4	0.6	78
O=C1Nc2ccccc2C1Cc1ccccn1 (stereo unspecified)	7	2	-5	-7	3.4	0	11	-3.4	-2.1	1.0	27

Shown with values under each structure: part of the list above.
Values run as follows: PKA-R1A act, HTR5A inv ag, PfHsp90 yeast 2, Tat transport, phage Ecoli inh, PKA-R2B act, OPRM1-OPRD1 inv, AddAB inh, OPRM1-OPRD1 ag, E coli growth, SUMO Mot1 rescue
Cc1ccc(OCC(=O)N2CCc3ccccc3C2)c(C)c1
→ -4, 0, -7, -7, -3.7, -4, -8, 1.8, 1.4, 0.6, 78
CCC(CC)C(=O)c1c[nH]c(C(=O)NCc2cccnc2)c1
→ -5, 4, 3, -3, 2.4, -1, 17, 1.1, -3.5, 1.4, nt

The list continues.
SMILES	PKA-R1A act	HTR5A inv ag	PfHsp90 yeast 2	Tat transport	phage Ecoli inh	PKA-R2B act	OPRM1-OPRD1 inv	AddAB inh	OPRM1-OPRD1 ag	E coli growth	SUMO Mot1 rescue
O=S(=O)(NCc1ccccc1)c1ccc(Cl)c(S(=O)(=O)NCc2ccccc2)c1	-10	-9	-21	-2	2.7	-12	7	1.4	-1.7	1.0	-4
COC(=O)/C=c1/sc2nc3ccccc3n2c1=O	4	13	-6	-1	0.4	-3	2	-0.4	-0.4	-0.2	-32
CCOc1ccc(CN2C(=O)c3ccccc3C2=O)cc1C(=O)N1CCC(C(N)=O)CC1	-8	3	1	5	1.1	1	15	1.8	-2.7	2.0	11
COc1ccc(-c2coc3cc(O[C@@H]4O[C@H](CO)[C@@H](O)[C@H](O)[C@H]4O)ccc3c2=O)cc1	-10	12	-4	4	2.2	-4	21	3.6	-3.9	0.3	-24
COc1cccc(Oc2ncnc(N)c2[N+](=O)[O-])c1	12	-1	0	-7	0.4	3	10	0.2	-1.9	0.2	2
Cc1cc(=O)oc2cc(OCC(=O)N/N=C/c3ccccc3[N+](=O)[O-])ccc12	-5	-42	0	-4	2.3	-2	12	2.2	-2.3	0.5	36
O=C(Nc1nnc(-c2ccc(Cl)cc2)o1)c1nc2ccccc2s1	9	25	-37	3	-1.8	-3	2	-3.1	-0.4	-6.1	-6
CCOC(=O)c1c(N2C(=O)C=CC2=O)sc(C)c1C	2	-27	154*	8	nt	0	12	-2.5	-2.0	-2.9	156
Cc1c(CC(=O)N[C@H](C(=O)O)C(C)C)c(=O)oc2cc3c(cc12)CCC(C)(C)O3	1	-8	-8	-1	1.8	-1	11	nt	-2.4	nt	4
O=C(Nc1ccccc1)c1ccc(-c2ccc([N+](=O)[O-])cc2)o1	-4	-6	-16	-3	0.1	8	-40	3.6	5.3	2.1	2
CCN(CC(=O)NCc1cccs1)C(=O)c1cc(=O)[nH]c2ccccc12	6	13	4	-8	0.4	-1	6	0.5	-1.6	0.9	6
Cc1cc(OCc2cc(C(=O)NC3CCC3)no2)cc(C)c1Cl	-9	-12	-65	-5	nt	-11	-2	5.9	0.5	1.2	-2
C/C(=N/O)c1cccc(N2Cc3ccccc3C2)c1	-2	0	-4	0	-0.9	9	-4	-0.7	0.9	0.1	-2
O=C(c1cc2nc(-c3ccco3)cc(C(F)(F)F)n2n1)N1CCc2ccccc2C1	-1	21	nt	-1	2.6	-6	9	0.7	-1.9	1.1	-8
CCC(Sc1nc2ccccc2s1)C(=O)Nc1nnc(C)s1 (stereo unspecified)	0	-16	nt	17	1.0	-2	-12	0.0	2.6	-0.8	52

Taken from above:
COc1ccc(-c2coc3cc(O[C@@H]4O[C@H](CO)[C@@H](O)[C@H](O)[C@H]4O)ccc3c2=O)cc1 @ OPRM1-OPRD1 ag: -3.9
C/C(=N/O)c1cccc(N2Cc3ccccc3C2)c1 @ HTR5A inv ag: 0
CCN(CC(=O)NCc1cccs1)C(=O)c1cc(=O)[nH]c2ccccc12 @ PKA-R2B act: -1
COC(=O)/C=c1/sc2nc3ccccc3n2c1=O @ phage Ecoli inh: 0.4

(cont.)
SMILES	PKA-R1A act	HTR5A inv ag	PfHsp90 yeast 2	Tat transport	phage Ecoli inh	PKA-R2B act	OPRM1-OPRD1 inv	AddAB inh	OPRM1-OPRD1 ag	E coli growth	SUMO Mot1 rescue
CCOC(=O)CCSCC(=O)Nc1cc(C)on1	4	-8	-3	-5	0.0	-4	13	-0.2	-2.6	-0.5	-14
O=C(CCc1[nH]c2ccccc2c1Sc1ccccc1)NCCO	-9	0	19	1	3.4	-13	-2	0.5	0.2	-2.2	9
O=c1c2ccccc2nc(SCc2ccccc2F)n1C1CCCC1	0	3	-2	-1	3.8	7	-8	0.7	1.6	-2.3	-5
CCOC(=O)c1nn(-c2ccc(C)cc2)c(=O)c2c(N)scc12	-7	-13	-2	-3	2.2	2	-11	-0.9	1.9	-1.4	1

An excerpt from above in order of their number in SUMO Mot1 rescue, ascending.
Molecule	SUMO Mot1 rescue
CCOC(=O)CCSCC(=O)Nc1cc(C)on1	-14
CCOC(=O)c1nn(-c2ccc(C)cc2)c(=O)c2c(N)scc12	1
O=C(CCc1[nH]c2ccccc2c1Sc1ccccc1)NCCO	9
